Screens: PubChem, several laboratories
NTR1 agonist: NTR1-driven beta-arrestin-GFP spot formation – imaging, U2OS cells, high content, primary screen (AID 493036) | hit rate 0.17% among 330,000 | agonist mode | activation, % at 20 µM | P30989;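 active means activation at or above 40% of the spot to cytoplasm intensity ratio, with at least 20 cells analyzed; inconclusive means wells under 20 cells, flagged as cytotoxic or low count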;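 further: 0% = DMSO without peptide and 100% = 100 nM NTR1 peptide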
Target sequence (P30989 whole entry, looked up): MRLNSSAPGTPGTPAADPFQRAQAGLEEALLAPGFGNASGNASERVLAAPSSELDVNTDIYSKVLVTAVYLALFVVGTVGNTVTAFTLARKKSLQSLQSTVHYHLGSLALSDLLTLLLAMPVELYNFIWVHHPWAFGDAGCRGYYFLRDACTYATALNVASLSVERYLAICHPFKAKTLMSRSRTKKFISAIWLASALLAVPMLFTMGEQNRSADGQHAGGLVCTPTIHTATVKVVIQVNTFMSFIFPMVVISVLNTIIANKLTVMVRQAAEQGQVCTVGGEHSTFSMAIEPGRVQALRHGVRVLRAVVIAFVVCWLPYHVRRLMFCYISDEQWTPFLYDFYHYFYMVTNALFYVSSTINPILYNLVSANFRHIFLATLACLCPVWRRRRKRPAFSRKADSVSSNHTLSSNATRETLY
West Nile antiviral: West Nile virus antiviral activity, cell-based, CPE readout (AID 1621); West Nile virus-infected cells, CPE inhibition; higher % means a stronger effect; CPE inhibition, % at 10 µM, or IC50 in µM where a hit was titrated; hit rate 0.02% among 290,000; in the data active means a potency from the dose series; inconclusive means CPE inhibition mostly from about 3.7% at the one dose, without a potency; inactive means the rest, 99 in 100 with CPE inhibition below about 2.2%; further: strong numbers were not always called active
T cell modulator: T cell immune modulators affecting CD8 T cell-vesicle binding; 2C CD8+ T cell-vesicle binding, flow cytometry; stronger effect = lower value; calls only at 7 µM; hit rate 0.068% among 330,000; AID 2052;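 active means response, share of CD8 T cells binding vesicles, and their 90th percentile fluorescence all below set limits, cut at about 80% in these data, passing the limit was not always enough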
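Also added: QL9-peptide-loaded Drosophila micro-vesicles bearing Ld, ICAM-1 and B7-1; Test system: purified 2C TCR transgenic mouse naive CD8+ T cells; Measured by: cytometric PE anti-B7-1 and Alexa647 anti-CD8 signals after 1% paraformaldehyde fixation; Timing: binding step 1.5 h, 37 °C, antibody labelling 20 min, ice.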
Dengue-2 NS5 capping: flavivirus cap methylation enzyme inhibition – biochemical, confirmation dose response, primary screen (AID 588689); Dengue-2 NS5 methyltransferase capping enzyme assay, biochemical; higher % means a stronger effect; inhibition, % at 25 µM; hits with a dose series show IC50 in µM; hit rate 0.3% among 340,000; in the data active means a potency from the dose series; inconclusive means inhibition above about 29% without an active follow-up result
PhoP inhibition: PhoP-dependent GFP reporter repression – Salmonella Typhimurium, primary screen (AID 1863). S. Typhimurium PhoP-regulated promoter GFP reporter, 4 h; higher % means a stronger effect. one-dose inhibition, % at 50 µM; IC50 in µM for titrated hits. hit rate 0.16% among 300,000;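 active means inhibition over 29.93%, a cutoff 3 SD above the screen mean, later confirmed by dose response; inconclusive means inhibition over 29.93% but no dose response follow-up; inactive means inhibition at most 29.93% or unconfirmed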;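 further: 0% = low Mg2+ inducing control and 100% = high Mg2+ repressing control; strong numbers were not always called active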
Large T inhibition: SV40 large T antigen inhibitors, biochemical (AID 1903) | SV40 large T antigen ATPase/helicase inhibition assay; higher % means a stronger effect | inhibition, % at 20 µM, or IC50 in µM where a hit was titrated | hit rate 0.39% among 310,000; in the data active means a potency from the dose series; inconclusive means inhibition mostly from about 32% at the one dose, without a potency; inactive means the rest, 99 in 100 with inhibition below about 32%; further: strong numbers were not always called active
Rac1 GTP hydrolysis: MgcRacGAP GTPase-activating activity inhibitors, confirmation, biochemical, ADP Hunter fluorescence; MgcRacGAP-stimulated Rac1 GTP hydrolysis, ADP Hunter fluorescence; higher % means a stronger effect; GST-tagged Rac1 F28L mutant substrate; inhibition, % at 30 µM, or IC50 in µM where a hit was titrated; hit rate 0.6% among 340,000;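 active means first-screen hits whose inhibition reached a set limit at any dose in the follow-up dose series; inconclusive means inhibition above the set first-screen limit but never retested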;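 further: fluorescence reports GDP produced by GAP-driven GTP hydrolysis; strong numbers were not always called active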
UTI89 phage lysis: protection from phage-mediated lysis, alamar blue read-out – E. coli UTI89, K1F phage, bacterial capsule biogenesis inhibitors (AID 488966). E. coli UTI89 K1F phage lysis, alamar blue, 2 h; higher % means a stronger effect. one-dose inhibition, % at 100 µM; IC50 in µM for titrated hits. hit rate 0.02% among 340,000;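 active means phage lysis inhibition, versus mean bacterial control, above a set limit; inconclusive means no clear call, values can overlap the other calls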;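 further: capsule biogenesis inhibitors block K1F phage lysis so surviving cells raise fluorescence; higher fluorescence means more inhibition of phage lysis; actives were called in the ten point dose series up to 300 µM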
RSV antiviral HEp-2: inhibition of RSV-induced cytopathic effect – HEp-2 cells, primary 10 µM value included (AID 2391). HEp-2 cells, RSV-induced CPE inhibition; higher % means a stronger effect. CPE inhibition, % at 10 µM; hits with a dose series show IC50 in µM. hit rate 0.13% among 310,000; in the data active means a potency from the dose series; inconclusive means CPE inhibition mostly from about 23% at the one dose, without a potency; inactive means the rest, 99 in 100 with CPE inhibition below about 21%; further: strong numbers were not always called active
T cell modulator vesicle-bound %: second read-out of T cell modulator, no call of its own (marks repeat the call); double positive events, %; measured here: CD8+ vesicle-bound cell fraction;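 binding gate set so that unloaded-vesicle control wells show 10% double positive cells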
NTR1 agonist cell count 20 µM: second read-out of NTR1 agonist, no call of its own (marks repeat the call); cell count; measured here: cell count, cytotoxicity flag
Dengue-2 NS5 capping pilot replicate: further read-out of Dengue-2 NS5 capping, marked with its call; inhibition, %; measured here: pilot screen replicate inhibition
* = called active by the depositor; i = inactive; ? = inconclusive; . = no result given; [ ] = another dose, or the depositor's remark.

SMILES | NTR1 agonist | NTR1 agonist cell count 20 µM | West Nile antiviral | T cell modulator | T cell modulator vesicle-bound % | Dengue-2 NS5 capping | PhoP inhibition | Large T inhibition | Rac1 GTP hydrolysis | UTI89 phage lysis | RSV antiviral HEp-2 | others
O=C(NCc1ccncc1)C(=O)NCC1OCCN1S(=O)(=O)c1ccc(Br)cc1 (centres undefined) | -0.4 | 65 | -0.3% | i | 11 | 1% | -3% | 1% | 3% | -1.7%[50 µM] | 1.0%
O=[N+]([O-])c1ccc(S(=O)(=O)CC(CN2CCCCC2)N2CCCCC2)cc1 (centres undefined) | 12 | 29 | 0.1% | i | 20 | -3% | -4% | -11% | 4% | 0.0% | -4.9%
COC(=O)n1c(=O)oc2cc(S(=O)(=O)N3CCOCC3)ccc21 | -2.2 | 93 | -0.1% | i | 40 | -7% | 8% | -7% | 5% | 0.8% | 0.6% | Dengue-2 NS5 capping pilot replicate=-2.6
CCc1nnc(NC(=O)c2ccc(S(=O)(=O)NC3CCCCC3)cc2)s1 | -1.0 | 59 | -0.5% | i | 5 | -4% | -5% | 2% | 7% | -0.8% | 19%
COc1ccc(CN2CC(COCc3ccccc3)Oc3ccccc3S2(=O)=O)cc1 (centres undefined) | 0.0 | 58 | . | . | . | -3% | . | . | 6% | 0.1% | . | Dengue-2 NS5 capping pilot replicate=1.5
CCOC(=O)CSc1nnc(-c2ccc(OC)cc2OC)o1 | 1.9 | 47 | -0.3% | i | 10 | -3% | -9% | -1% | 3% | 1.6% | -0.5%
O=C(Nc1ncc2c(n1)-c1ccccc1OC2)c1ccc(Cl)cc1Cl | 4.7 | 81 | -0.8% | i | 57 | -6% | 14% | 6% | 4% | 3.8% | 0.6%
CC(C)n1c(SCC(=O)Nc2ccc3c(c2)OCO3)nc2c1c(=O)n(C)c(=O)n2C | 0.6 | 54 | -0.1% | i | 27 | 1% | -23% | 5% | 17% | 3.5% | 0.9%
Cc1nc(C#N)c(N/N=C/c2c(F)cccc2Cl)o1 | 1.0 | 92 | . | i | 34 | 0% | 4% | 34% | 18% | 0.8% | 3.8%
COCCNC(=O)Cn1cc(/C=N/NC(=O)c2ccc(Oc3ccc(O)cc3)cc2)c2ccccc21 | 0.5 | 39 | -0.4% | i | 66 | -4% | 6% | 25% | 53µM* | -1.1% | 1.4%
C[C@H](CO)N1C[C@H](C)[C@@H](CN(C)Cc2ccncc2)Oc2c(NC(=O)CCCCCC(=O)Nc3ccccc3N)cccc2C1=O | 4.7 | 55 | . | i | 32 | -1% | . | . | 10% | -0.1% | .
CCCc1ncc(C(=O)c2ccc(OC)cc2)n1C | -1.1 | 63 | -0.1% | i | 19 | 2% | 22% | 11% | 9% | 12% | 2.2%
O=C(NC(=S)NC1CCSC1=O)c1cccs1 (centres undefined) | 4.1 | 60 | 0.1% | i | 35 | 0% | -3% | 15% | -2% | 2.0% | 2.1%
CSc1ccccc1OCc1cc(C(=O)N(C)Cc2ccncn2)no1 | 0.2 | 78 | 0.0% | i | 13 | 0% | -3% | 21% | 7% | -0.2% | 2.4%
O=c1cc(CS(=O)(=O)c2ccccc2)nc(-c2ccncc2)[nH]1 | 1.3 | 86 | 1.0% | i | 46 | 0% | 5% | 5% | 5% | -2.6% | 1.2%
CC1CCCCC1NC(=O)CSc1nnc(-c2ccco2)n1C (centres undefined) | 3.8 | 71 | . | i | 26 | -7% | . | . | 1% | 0.8%[50 µM] | 0.7%
CCn1c(SCC(=O)Nc2ccc3c(c2)OCCO3)nnc1-c1cccnc1 | -1.6 | 57 | -0.2% | i | 25 | -2% | 1% | -3% | 6% | 0.2% | -0.2%
CNC(=O)CSc1nnnn1CCCOC | -1.1 | 73 | -0.6% | i | 41 | 4% | -4% | 16% | 8% | 0.2% | 0.6%
Cc1n[nH]c(C)c1N1C(=O)c2cccc3cc(Br)cc(c23)C1=O | 2.8 | 50 | 0.4% | i | 55 | 0% | -3% | 9% | 16% | 1.2% | 2.1%
CCn1c2ccc(F)cc2c2nnc(NN)nc21 | 4.8 | 64 | 1.4% | i | 28 | -3% | 13% | 8% | 2% | 0.0% | 8.5%
O=C1C=C(O)c2c(O)cc(O)c(O)c2C1=O | -1.4 | 95 | 1.1% | i | 24 | 13% | 73µM* | >100µM* | 28% | -12% | .
Cn1c(CC(=O)Nc2ccccc2)nnc1SCC(=O)NC1CCCC1 | -0.7 | 49 | -0.1% | i | 47 | -4% | 3% | 22% | 8% | 0.0% | 1.5%
CN(Cc1ccccc1)C(=O)COC(=O)c1ccc2c(c1)OCO2 | -0.3 | 31 | 1.1% | i | 18 | 2% | 1% | -5% | 10% | 0.5% | 0.0%
COc1ccc(C(=O)NC(=S)NC(C)C)cc1Br | 2.8 | 53 | 0.3% | i | 47 | 0% | -1% | 7% | 6% | 2.4% | 15%
COc1ccc(/C=C/C(=O)OCC(=O)c2ccc3c(c2)NC(=O)CO3)c(OC)c1 | 2.5 | 45 | -0.6% | i | 46 | 3% | -6% | 2% | 11% | 0.1% | 17%
COCC(C)NC(=O)Cn1c(SCc2ccccc2)nc2ccccc21 (centres undefined) | -0.6 | 45 | -0.3% | i | 13 | -4% | 7% | -4% | 6% | -0.1% | 0.1%
COc1ccc(OC)c(-n2c(SCC(=O)N3CCc4ccccc43)nc3c(c2=O)SCC3)c1 | 6.0 | 69 | -0.3% | i | 19 | -3% | -5% | 7% | 4% | -0.6% | 13%
CCOC(=O)c1c(C)[nH]c(C(=O)COC(=O)CCSc2ccccc2)c1C | 2.6 | 72 | -0.8% | i | 55 | -9% | 0% | 13% | 5% | -0.1% | 0.6%
O=C(Nc1ccc(-n2nncc2-c2ccco2)cc1)c1cc2ccccc2oc1=O | 7.8 | 76 | 0.9% | i | 28 | -1% | 6% | 11% | 7% | 5.7% | ?
COC(=O)N(C)c1nc2ccccc2s1 | 5.8 | 42 | 0.1% | i | 33 | 1% | 1% | 15% | 1% | 3.8% | 3.6%
CC1CCN(S(=O)(=O)N2CCC(C(=O)NCCC3=CCCCC3)CC2)CC1 | 0.3 | 45 | 0.0% | i | 22 | 4% | 3% | 24% | 6% | 0.5% | 8.0%
CC(=O)Nc1cc(C(=O)N2CCCC2)ccc1Sc1ccc(Cl)cc1 | 2.2 | 59 | -0.1% | i | 46 | -4% | -3% | 20% | 7% | -0.4% | -0.8%
O=C(CN1C(=O)COc2ccccc21)N(Cc1cccnc1)Cc1cccc(F)c1 | -0.6 | 54 | -0.3% | i | 40 | -6% | -1% | -1% | 8% | 5.6% | -0.7%
O=C(Nc1ccc(S(=O)(=O)N2CCCC2)cc1)c1ccccc1 | -0.4 | 61 | . | i | 34 | -9% | 9% | 5% | 4% | 1.4%[50 µM] | 5.6%
NC(=O)c1ccccc1OCC(=O)N1CCCC1c1ccc2c(c1)OCCCO2 (centres undefined) | -0.5 | 52 | . | . | . | 6% | . | . | -1% | 0.8%[50 µM] | .
CC(=O)NCc1ccc(S(=O)(=O)NC(C)CCc2ccccc2)cc1 (centres undefined) | -1.8 | 48 | -0.1% | i | 45 | -5% | 5% | 17% | 5% | 0.1% | 1.1%
Cc1ccc(C)c(N2CCN(C(=O)c3cc4ccccc4oc3=O)CC2)c1 | -0.3 | 67 | -0.3% | i | 18 | -4% | 8% | 7% | 9% | -0.8% | 1.5%
Nc1ccc(C(=O)NCc2ccccc2)cc1 | 4.0 | 60 | 1.0% | i | 59 | -4% | -2% | 8% | -11% | -0.1% | 1.5%
COc1cccc(SCc2noc(C(=O)NC(C)C)c2C(=O)NC(C)C)c1 | 0.1 | 96 | . | i | 48 | 0% | . | 14% | 5% | -0.8% | -0.7%
CN1/C(=C\C=O)C(C)(C)c2ccccc21 | -0.5 | 57 | -0.2% | i | 34 | 0% | 4% | -2% | 8% | 0.1% | 2.9%
Cc1cccc(C)c1NC(=O)CN(C)C(=O)CC1Sc2ccccc2NC1=O (centres undefined) | -0.2 | 73 | . | i | 48 | -6% | -2% | 8% | 5% | 1.4%[50 µM] | 1.6%
COc1ccc(C(=O)NCCCOc2cccc(NC(C)=O)c2)cc1 | 4.7 | 44 | 0.2% | i | 39 | -4% | -2% | 8% | 7% | -0.3% | 2.2%
S=C(N/N=C/c1ccc(Cl)cc1)N1CCOCC1 | 0.3 | 41 | -0.2% | i | 47 | -2% | 12% | 27% | 1% | 1.2% | 1.7%
CC1CCN(C(=O)CSc2nnc(Cc3cc(=O)[nH]c(=O)[nH]3)n2-c2ccc(Cl)cc2)CC1 | 0.5 | 56 | -0.4% | i | 61 | 0% | -12% | 15% | -6% | 3.1% | -0.2%
CCn1cc(C(=O)N[C@H](C(=O)NC(C)(C)CO)C(C)C)c(=O)c2cc3c(cc21)OCO3 | 3.0 | 50 | 0.7% | i | 57 | -4% | -1% | 8% | 7% | -0.1% | 0.1%
Cc1c(C)c(C)c2[nH]c(=S)[nH]c2c1C | 0.0 | 34 | 0.3% | i | 23 | . | -12% | 11% | . | . | 1.0%

By substructure, the compounds so far containing two or more sulfur atoms.
SMILES | NTR1 agonist | NTR1 agonist cell count 20 µM | West Nile antiviral | T cell modulator | T cell modulator vesicle-bound % | Dengue-2 NS5 capping | PhoP inhibition | Large T inhibition | Rac1 GTP hydrolysis | UTI89 phage lysis | RSV antiviral HEp-2 | others
CCc1nnc(NC(=O)c2ccc(S(=O)(=O)NC3CCCCC3)cc2)s1 | -1.0 | 59 | -0.5% | i | 5 | -4% | -5% | 2% | 7% | -0.8% | 19%
O=C(NC(=S)NC1CCSC1=O)c1cccs1 (centres undefined) | 4.1 | 60 | 0.1% | i | 35 | 0% | -3% | 15% | -2% | 2.0% | 2.1%
COc1ccc(OC)c(-n2c(SCC(=O)N3CCc4ccccc43)nc3c(c2=O)SCC3)c1 | 6.0 | 69 | -0.3% | i | 19 | -3% | -5% | 7% | 4% | -0.6% | 13%
